POLH inh: inhibitors of human DNA polymerase eta | Potency, µM (top dose mostly 114 µM), for inactives: at the highest dose activity change, negative = inhibition, most hits filed as inhibitors | AID 588591 | Q9Y253 | 1.2% of 390,000 active | recombinant Pol eta, fluorescent DNA replication assay; further: potency means the concentration at half of the fitted maximal effect; on the % scale 0 is the no-effect control and ±100 the full control effect
Target sequence (Q9Y253 whole entry, looked up): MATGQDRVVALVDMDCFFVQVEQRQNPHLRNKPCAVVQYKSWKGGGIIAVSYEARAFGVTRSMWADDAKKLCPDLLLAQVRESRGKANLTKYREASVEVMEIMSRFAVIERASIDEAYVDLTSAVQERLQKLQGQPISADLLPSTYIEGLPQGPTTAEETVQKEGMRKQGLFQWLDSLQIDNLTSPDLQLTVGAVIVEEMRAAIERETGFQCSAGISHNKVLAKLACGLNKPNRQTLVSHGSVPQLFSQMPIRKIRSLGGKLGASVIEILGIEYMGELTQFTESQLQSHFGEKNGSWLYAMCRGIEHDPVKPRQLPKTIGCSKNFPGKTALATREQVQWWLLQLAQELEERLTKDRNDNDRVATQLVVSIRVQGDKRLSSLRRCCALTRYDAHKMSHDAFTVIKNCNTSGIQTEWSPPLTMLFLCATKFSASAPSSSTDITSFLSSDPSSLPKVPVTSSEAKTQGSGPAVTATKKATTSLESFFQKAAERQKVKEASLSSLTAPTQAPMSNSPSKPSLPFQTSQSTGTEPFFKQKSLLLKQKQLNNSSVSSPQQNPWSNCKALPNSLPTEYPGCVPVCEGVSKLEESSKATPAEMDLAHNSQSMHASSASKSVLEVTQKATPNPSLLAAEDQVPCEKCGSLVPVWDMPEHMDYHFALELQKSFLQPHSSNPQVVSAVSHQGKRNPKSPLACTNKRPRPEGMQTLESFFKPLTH
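Pol eta (10 nM) was preincubated with compounds for 15 min at room temperature, after which fluorescent replication substrate (50 nM final) was added to start the reaction. Fluorescence was read kinetically at 0 and 10 min.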
LDHA block: LDHA (human) enzyme inhibition; P00338; purified LDHA, NADH/diaphorase-resazurin fluorescence; hits give low values; activity change, % (values are at about 110 or 230 µM); 0.15% of 480,000 active; AID 1347041; in the data active means activity change below about -30%; inconclusive means mostly about -25% to -30%;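 further: plate controls were DMSO wells for no effect and wells without enzyme for full effect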
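Enzyme activity of human lactate dehydrogenase 5 (2 nM; 0.06 mM NADH, 0.2 mM pyruvate, 5 min, RT) is measured via a resazurin/diaphorase fluorescence readout of residual NADH.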
GRP78 ERSR act: inducers of ER stress response in human glioma cells. AID 602332. 0.02% of 420,000 active. U87-MG GRP78 promoter luciferase reporter, 16 h. Potency, µM, inactives show top-dose activation, most hits filed as activators; further: potency means the concentration at half of the fitted maximal effect; series mostly up to about 76 µM; % of control where 0% means no effect; nearly all actives have a fitted effect of over 35% in size
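ERSR induction read as luciferase luminescence (Bright-Glo, 10 min at room temperature) in stably transfected human U87-MG glioma cells exposed to compounds for 16 h, using GRP78 as sensor.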
Starred values were filed as active, the others as inactive; ? = inconclusive. Unless noted, the call rests on the fitted dose curve; in most records, active means well fitted curve in the direction sought with a large enough effect; inconclusive means small, poorly fitted or top-dose-only effect, or another doubt; inactive means no such curve, though single readings can be large; an effect the other way counts as inactive or inconclusive.

| LDHA block | GRP78 ERSR act | POLH inh | mol |
| --- | --- | --- | --- |
| 0 | -3% | 7% | O=C(O)C1CCN(S(=O)(=O)c2ccc3[nH]ccc3c2)CC1 |
| -16 | -2% | 3% | C[C@@H]1CN([C@H](C)CO)C(=O)CCCn2nncc2CO[C@H]1CN(C)Cc1cccnc1 |
| -5 | -5% | 3% | COC(=O)c1ccc(NC(=O)CN2CCC(NC(=O)c3ccccc3F)CC2)cc1 |
| -1 | -2% | 4% | S=c1[nH]nc(NC2CCCCC2)s1 |
| -3 | -3% | -19% | CCOC(=O)c1c(C)[nH]c(C(=O)OC(C)C(=O)NC2(C#N)CCCCC2)c1C (configuration not stated) |
| -4 | -4% | 1% | O=C1CCC(C(=O)N(CCO)Cc2ccccc2)CN1CCc1cccc(F)c1 (configuration not stated) |
| -21 | -1% | ? | CCCCCC(=O)N1C[C@H](n2cc(-c3ccc(F)cc3)nn2)[C@@H](O)C[C@@H]1c1ccc(C)cc1 |
| -4 | -8% | -4% | COC(=O)C1(C(=O)OC)C2C(=O)C3C(C21)C3(C(=O)OC(C)(C)C)C(=O)OC(C)(C)C (configuration not stated) |
| -12 | -3% | -2% | C[C@@H]1Cn2cnc(C(=O)Nc3ccc(CNC(=O)OC(C)(C)C)cc3)c2C(=O)N1 |
| -2 | -5% | -9% | COC(=O)C(Cc1c[nH]c2ccccc12)NC(=O)CCNC(=O)c1ccco1 (configuration not stated) |
| -19 | -3% | -5% | CCC(=NNS(=O)(=O)c1ccc(C)cc1)c1ccccc1 |
| 2 | -3% | -8% | O=C(OCc1cn([C@@H]2CN(CC3CCCCC3)[C@@H](c3ccc(Cl)cc3)C[C@H]2O)nn1)c1ccccc1 |
| -1 | -5% | -24% | C[C@@H]1CN([C@H](C)CO)C(=O)c2cc(Br)cnc2O[C@@H]1CN(C)C(=O)CC1CC1 |
| 1 | -3% | -11% | O=C1NC(=O)C2(N1)C(=O)c1cccc3cccc2c13 (configuration not stated) |
| 3 | -5% | -10% | C[C@H]1CN([C@@H](C)CO)C(=O)CCCn2cc(nn2)CO[C@@H]1CN(C)C(=O)c1ccncc1 |
| -2 | -3% | -6% | CCN(Cc1ccccc1)C(=O)c1cccs1 |
| 3 | -4% | -18% | C[C@@H]1CN([C@H](C)CO)C(=O)c2c(c3ccccc3n2C)-c2ccccc2CO[C@@H]1CN(C)S(=O)(=O)c1cccs1 |
| -5 | -4% | -7% | COc1ccc(CCN2CC(C(=O)NCc3ccon3)CCC2=O)cc1 (configuration not stated) |
| -1 | -1% | -6% | C[C@H]1CN([C@@H](C)CO)C(=O)CCCn2nncc2CO[C@@H]1CN(C)Cc1ccccc1C(F)(F)F |
| 4 | 5% | -18% | Clc1ccccc1NN(Cc1ccncc1)c1ccccc1Cl |
| -1 | 0% | -20% | O=C(Nc1cccc(Cl)c1Cl)c1ccco1 |
| 4 | 3% | -9% | COC(=O)C[C@@H]1C[C@H]2c3cc(NC(=O)CC4CC4)ccc3O[C@H]2[C@@H](CO)O1 |
| -7 | -4% | -10% | C[C@@H]1CN([C@@H](C)CO)C(=O)c2cc(Br)cnc2O[C@H]1CN(C)C(=O)Nc1ccccc1 |
| -6 | -1% | -12% | Cc1ccc(S(=O)(=O)N2C[C@@H](C)[C@]3(C2)[C@H](O)[C@H](OC(=O)NCc2ccccc2F)C[C@H]2C(=O)N(c4ccccc4)C(=O)[C@H]23)cc1 |
| 4 | -2% | -6% | Cc1ccc(C(=O)C=CC=Cc2ccccc2)cc1 |
| 0 | 0% | -18% | CC(C)(C)c1ccc(C(=O)NCCC(=O)NCc2ccc(F)cc2)cc1 |
| -4 | 2% | -15% | CCOC(=O)c1cc(OCC)c2c(ccc3cc(OC)ccc32)n1 |
| 1 | -2% | -14% | C[C@H]1CN([C@@H](C)CO)S(=O)(=O)c2ccc(Br)cc2O[C@H]1CN(C)C(=O)c1cccnc1 |
| -2 | -2% | -27% | CCCCCCN1C[C@H](O)[C@@H](n2cc(C3CC3)nn2)C[C@@H]1c1ccc(OC)cc1 |
| 8 | -6% | -7% | Cc1ccc(S(=O)(=O)N(C)C[C@H]2OCCCC[C@H](C)Oc3ccc(NC(=O)Nc4cccc5ccccc45)cc3C(=O)N([C@@H](C)CO)C[C@H]2C)cc1 |
| 7 | 0% | 35µM* | NC(CSC(c1ccccc1)(c1ccccc1)c1ccc2c(c1)OCO2)C(=O)O (configuration not stated) |
| -1 | 9% | -16% | Cc1ccc(C(=O)N2CCCc3ccccc32)c(Cl)c1 |
| -5 | -2% | -13% | COc1ccc(S(=O)(=O)N(C)C[C@H]2Oc3cc(Br)ccc3S(=O)(=O)N([C@H](C)CO)C[C@H]2C)cc1 |
| -6 | -1% | -17% | Cc1ccc(C)c(C(=O)COC(=O)c2cc(S(=O)(=O)N3CCOCC3)ccc2F)c1 |
| 0 | -5% | -12% | O=C(NCc1nnnn1-c1ccc(F)cc1)c1ccc(S(=O)(=O)N2CCOCC2)cc1 |
| -3 | -2% | -8% | CCOC(=O)N(C)C[C@@H]1OCc2cnnn2CCCC(=O)N([C@H](C)CO)C[C@H]1C |
| -5 | 1% | -20% | C[C@@H]1CN([C@@H](C)CO)C(=O)CCCn2nncc2CO[C@H]1CN(C)Cc1ccc(-c2ccccc2)cc1 |
| -5 | 2% | ? | CCCCCCN1C[C@@H](n2cc(C3CC3)nn2)[C@H](O)C[C@@H]1c1ccccc1 |
| -10 | -2% | -18% | NC(=O)C1(N2CCCCC2)CCN(C(=O)c2cc(COc3c(F)cccc3F)on2)CC1 |
| -4 | -7% | -6% | O=C1C(=Cc2ccccc2[N+](=O)[O-])Cc2ccccc21 |

A run of entries from further up, as a working copy:
| LDHA block | GRP78 ERSR act | POLH inh | mol |
| --- | --- | --- | --- |
| 4 | 5% | -18% | Clc1ccccc1NN(Cc1ccncc1)c1ccccc1Cl |
| -1 | 0% | -20% | O=C(Nc1cccc(Cl)c1Cl)c1ccco1 |
| 4 | 3% | -9% | COC(=O)C[C@@H]1C[C@H]2c3cc(NC(=O)CC4CC4)ccc3O[C@H]2[C@@H](CO)O1 |
| -7 | -4% | -10% | C[C@@H]1CN([C@@H](C)CO)C(=O)c2cc(Br)cnc2O[C@H]1CN(C)C(=O)Nc1ccccc1 |
| -6 | -1% | -12% | Cc1ccc(S(=O)(=O)N2C[C@@H](C)[C@]3(C2)[C@H](O)[C@H](OC(=O)NCc2ccccc2F)C[C@H]2C(=O)N(c4ccccc4)C(=O)[C@H]23)cc1 |
| 4 | -2% | -6% | Cc1ccc(C(=O)C=CC=Cc2ccccc2)cc1 |
| 0 | 0% | -18% | CC(C)(C)c1ccc(C(=O)NCCC(=O)NCc2ccc(F)cc2)cc1 |
| -4 | 2% | -15% | CCOC(=O)c1cc(OCC)c2c(ccc3cc(OC)ccc32)n1 |
| 1 | -2% | -14% | C[C@H]1CN([C@@H](C)CO)S(=O)(=O)c2ccc(Br)cc2O[C@H]1CN(C)C(=O)c1cccnc1 |
| -2 | -2% | -27% | CCCCCCN1C[C@H](O)[C@@H](n2cc(C3CC3)nn2)C[C@@H]1c1ccc(OC)cc1 |
| 8 | -6% | -7% | Cc1ccc(S(=O)(=O)N(C)C[C@H]2OCCCC[C@H](C)Oc3ccc(NC(=O)Nc4cccc5ccccc45)cc3C(=O)N([C@@H](C)CO)C[C@H]2C)cc1 |
| 7 | 0% | 35µM* | NC(CSC(c1ccccc1)(c1ccccc1)c1ccc2c(c1)OCO2)C(=O)O (configuration not stated) |
| -1 | 9% | -16% | Cc1ccc(C(=O)N2CCCc3ccccc32)c(Cl)c1 |
| -5 | -2% | -13% | COc1ccc(S(=O)(=O)N(C)C[C@H]2Oc3cc(Br)ccc3S(=O)(=O)N([C@H](C)CO)C[C@H]2C)cc1 |
| -6 | -1% | -17% | Cc1ccc(C)c(C(=O)COC(=O)c2cc(S(=O)(=O)N3CCOCC3)ccc2F)c1 |
| 0 | -5% | -12% | O=C(NCc1nnnn1-c1ccc(F)cc1)c1ccc(S(=O)(=O)N2CCOCC2)cc1 |
| -3 | -2% | -8% | CCOC(=O)N(C)C[C@@H]1OCc2cnnn2CCCC(=O)N([C@H](C)CO)C[C@H]1C |
| -5 | 1% | -20% | C[C@@H]1CN([C@@H](C)CO)C(=O)CCCn2nncc2CO[C@H]1CN(C)Cc1ccc(-c2ccccc2)cc1 |
| -5 | 2% | ? | CCCCCCN1C[C@@H](n2cc(C3CC3)nn2)[C@H](O)C[C@@H]1c1ccccc1 |
| -10 | -2% | -18% | NC(=O)C1(N2CCCCC2)CCN(C(=O)c2cc(COc3c(F)cccc3F)on2)CC1 |
| -4 | -7% | -6% | O=C1C(=Cc2ccccc2[N+](=O)[O-])Cc2ccccc21 |

The list is partial; the hit share may differ from the screen's.
